Yfh1-depleted yeast = enhancers of respiration in Yfh1-depleted yeast, dose response, Friedreich's ataxia, plus single-dose screen (AID 1465) | fold induction at 50 µM; hits with a dose series show EC50 in µM | actives 0.074% (n = 220,000) | S. cerevisiae Yfh1-off respiration, WST-1 reduction, 72 h; higher fold induction means a stronger effect;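 active = fold induction of absorbance versus untreated yeast above a set limit, then at least 30% activation at any dose in follow-up; inconclusive = repeats straddling the limit, or above it without dose testing; inactive = fold induction below the set limit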;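 note: activators that raise dye reduction in frataxin-depleted yeast; strong numbers were not always called active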
NOD1 inhibition = NOD1 signaling inhibitors, primary screen, cell-based, luminescence, uHTS (AID 1578) | actives 1% (n = 290,000) | inhibition, % at 4 µM; hits with a dose series show EC50 in µM | NOD1-driven NF-kB luciferase reporter cells, luminescence; higher % means a stronger effect; in the data active = inhibition mostly above about 36%, no sharp cut-off; inactive = mostly below about 34%;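 note: HEK-293T reporter cells stimulated with the NOD1 agonist gamma-tri-DAP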
HEK293 NOD2/NF-kB = NOD2 signaling inhibitors, cell-based, luminescence, uHTS, HEK293 (AID 1566); inhibition, % at 4 µM, or EC50 in µM where a hit was titrated; actives 0.63% (n = 290,000); HEK293 NOD2/NF-kB luciferase reporter, luminescence; higher % means a stronger effect; note: many of its hits are not listed in these tables
KOR beta-arrestin-1 = KOR antagonists, beta-arrestin recruitment, cell-based, luminescence, uHTS (AID 1778). KOR beta-arrestin recruitment, luminescence, antagonist mode; higher % means a stronger effect. inhibition, % at 10 µM, or IC50 in µM where a hit was titrated. actives 0.091% (n = 290,000); note: strong numbers were not always called active
AID2073 = inhibitors of Mint1-CaV2.2 protein interaction, biochemical, HTRF (AID 2073); HTRF protein-protein interaction, Mint1-CaV2.2; higher % means a stronger effect; one-dose inhibition, % at 20 µM; IC50 in µM for titrated hits; actives 0.19% (n = 290,000); in the data active = inhibition mostly above about 51%, no sharp cut-off; inconclusive = no clear call, values can overlap the other calls; inactive = mostly below about 53%; note: some results filed as inactive read as strong as hits
West Nile antiviral = West Nile virus antiviral activity, cell-based, CPE readout (AID 1621). one-dose CPE inhibition, % at 10 µM; IC50 in µM for titrated hits. West Nile virus-infected cells, CPE inhibition; higher % means a stronger effect. actives 0.02% (n = 290,000); in the data active = a potency from the dose series; inconclusive = CPE inhibition mostly from about 3.7% at the one dose, without a potency; inactive = the rest, 99 in 100 with CPE inhibition below about 2.2%; note: strong numbers were not always called active
NS5 inhibitors = Dengue-2 NS5 methyltransferase inhibitors, primary screen, biochemical, confirmation dose response (AID 588689); Dengue-2 NS5 methyltransferase capping enzyme assay, biochemical; higher % means a stronger effect; inhibition, % at 25 µM; hits with a dose series show IC50 in µM; actives 0.3% (n = 340,000); in the data active = a potency from the dose series; inconclusive = inhibition above about 29% without an active follow-up result
HIV fusion peptide = inhibitors of HIV fusion peptide binding, primary screen, biochemical, uHTS, fluorescence dequenching (AID 1986). one-dose inhibition, % at 20 µM; IC50 in µM for titrated hits. actives 0.3% (n = 290,000). cell-free peptide binding, fluorescence dequenching, 30 min; higher % means a stronger effect; in the data active = inhibition mostly above about 52%, no sharp cut-off; inactive = mostly below about 76%; note: some results filed as inactive read as strong as hits
KOR beta-arrestin-2 = KOR agonists, beta-arrestin recruitment, primary screen, cell-based, luminescence, uHTS (AID 1777); KOR beta-arrestin recruitment, luminescence; higher % means a stronger effect; activation, % at 10 µM; hits with a dose series show EC50 in µM; Kappa-type opioid receptor (Homo sapiens); actives 0.02% (n = 280,000); in the data active = activation above about 50%, passing the limit was not always enough; note: a part of the inactive calls stands beside numbers as strong as those of hits
* = called active by the depositor; i = inactive; ? = inconclusive; / = not tested or not shown; [ ] = dose if it differs, or a comment. Cut-off read from the data, not from the text of the source, unless noted: active = inhibition above about 50%; inactive = the rest. This is a subset; rates above refer to the full screens.

SMILES | Yfh1-depleted yeast | NOD1 inhibition | HEK293 NOD2/NF-kB | KOR beta-arrestin-1 | AID2073 | West Nile antiviral | NS5 inhibitors | HIV fusion peptide | KOR beta-arrestin-2
CC1(C)CC(=O)C(C=NCCN2CCN(C(=O)Cc3ccc(F)cc3)CC2)=C(O)C1 | i | -15% | -3% | 1% | -1% | 1.3% | 1% | -0.1% | -1.8%
CCC(C)C(=O)N[C@@H](c1ccccc1)[C@@H](O)C(=O)O[C@H]1C[C@@]2(O)[C@@H](OC(=O)c3ccccc3)C3[C@](C)(C(=O)[C@H](OC(C)=O)C(=C1C)C2(C)C)[C@@H](O)C[C@H]1OC[C@@]31OC(C)=O (stereo partly specified) | / | -11% | -1% | -34%[20 µM] | 0% | ? | -1% | -0.4% | 3.1%
N[C@@H](Cc1c[nH]c2ccccc12)c1nnc(SCc2ccccc2)o1 | i | -18% | 10% | 1% | -2% | -0.6% | -13% | -3.2% | 0.1%
CC(=O)N1N=C(c2cccnc2)CC1c1ccccc1O (stereo unspecified) | i | -30% | -18% | 11% | ? | 0.7% | -1% | -0.1% | /
CCC(=NCc1cc(OC)cc(OC)c1)c1c(O)n(C2CCCCC2)c(=O)[nH]c1=O | i | -2% | 18% | -3% | 2% | 1.1% | -2% | 3.5% | 0.6%
O=C(N[C@H]1CP(=O)(Oc2ccccc2)O[C@H](COCc2ccccc2)[C@H]1O)C(Cl)(Cl)Cl (stereo partly specified) | i | 2% | 5% | 26% | -5% | 0.4% | -6% | 1.9% | -1.5%
COCCCN1CCN(c2nnc3n2-c2sc(Br)cc2C(c2ccccc2Cl)=NC3)CC1 | / | -1% | 8% | -13% | -3% | / | -2% | -2.1% | 6.2%
COc1cc(OC)c(OC)cc1/C=C1\C(=O)NC(=O)N(Cc2ccccc2)C1=O | i | 33% | 12% | -3% | 12% | -0.2% | 16% | 11% | -2.7%
Cc1ccccc1-n1c(O)c(C=Nc2ccc(N(C)C)cc2)c(=O)[nH]c1=O | i | 19% | 12% | 6% | 18% | 0.9% | -16% | -0.5% | -1.9%
Cc1nc2sccc2c(=O)n1-c1ccccc1Cl | i | -9% | 8% | -18% | 11% | 0.7% | 5% | -0.5% | 2.6%
CC(=O)O[C@@]12CO[C@@H]1C[C@H](O)[C@@]1(C)C(=O)[C@H](O)C3=C(C)[C@@H](O)C[C@@](O)([C@@H](OC(=O)c4ccccc4)C12)C3(C)C (stereo partly specified) | / | -13% | -2% | -62%[20 µM] | 1% | 0.3% | -8% | 0.3% | 1.5%
CC(Cc1ccccc1)NC(=O)/C=C/c1ccc(Cl)cc1 (stereo unspecified) | i | -23% | -15% | 41% | -4% | -0.3% | -2% | 1.4% | 1.6%
C/C(=C\c1ccc(N(C)C)cc1)[N+](=O)[O-] | / | 42% | -84% | 0% | 44% | / | -23% | 0.0% | 3.1%
FC(F)(F)c1cccc(NC2=NCCCS2)c1 | / | -11% | 19% | 10%[20 µM] | 22% | -0.6% | / | 0.1% | -5.8%
Nc1ccccc1C(=O)OC1CSC1 | i | / | 4% | 8% | 9% | -0.2% | 3% | 5.5% | 1.0%

Compound profiles, from the list above.
`N[C@@H](Cc1c[nH]c2ccccc12)c1nnc(SCc2ccccc2)o1` in the list: Yfh1-depleted yeast: i; NOD1 inhibition: -18%; HEK293 NOD2/NF-kB: 10%; KOR beta-arrestin-1: 1%; AID2073: -2%; West Nile antiviral: -0.6%; NS5 inhibitors: -13%; HIV fusion peptide: -3.2%; KOR beta-arrestin-2: 0.1%
`COc1cc(OC)c(OC)cc1/C=C1\C(=O)NC(=O)N(Cc2ccccc2)C1=O` in the list: Yfh1-depleted yeast: i; NOD1 inhibition: 33%; HEK293 NOD2/NF-kB: 12%; KOR beta-arrestin-1: -3%; AID2073: 12%; West Nile antiviral: -0.2%; NS5 inhibitors: 16%; HIV fusion peptide: 11%; KOR beta-arrestin-2: -2.7%
`COCCCN1CCN(c2nnc3n2-c2sc(Br)cc2C(c2ccccc2Cl)=NC3)CC1` in the list: Yfh1-depleted yeast: /; NOD1 inhibition: -1%; HEK293 NOD2/NF-kB: 8%; KOR beta-arrestin-1: -13%; AID2073: -3%; West Nile antiviral: /; NS5 inhibitors: -2%; HIV fusion peptide: -2.1%; KOR beta-arrestin-2: 6.2%

(continued)
SMILES | Yfh1-depleted yeast | NOD1 inhibition | HEK293 NOD2/NF-kB | KOR beta-arrestin-1 | AID2073 | West Nile antiviral | NS5 inhibitors | HIV fusion peptide | KOR beta-arrestin-2
CS(=O)(=O)NNP(=O)(NNS(C)(=O)=O)NC(=O)c1ccccc1 | i | 0% | 18% | 8% | -12% | 0.4% | -2% | -2.6% | /
O=C1NC(=O)C(CCc2ccncc2)(CCc2ccncc2)C(=O)N1Cc1ccc(F)cc1 | i | -29% | 0% | 16%[20 µM] | 4% | -1.2% | -2% | 1.0% | /
CCCCOC(=O)C1=C(N)OC2=C(C(=O)CCC2)[C@]12C(=O)Nc1ccccc12 | i | -4% | 8% | 12% | -2% | -0.3% | 0% | -0.2% | -5.6%
COc1ccc(CCN(C)Cc2ccc(F)cc2F)cc1OC | i | -4% | 4% | -9% | 30% | -0.1% | -1% | -1.1% | -12%
CNC(=S)N(C)CCc1cc2c(c(OC)c1/C=C1/C(=O)NC(=O)N(C)C1=O)OCO2 | i | -6% | -16% | 13% | 6% | 0.3% | -12% | 4.7% | 3.1%
Cc1ccccc1OCCCn1cc(C(=O)C(=O)N2CCOCC2)c2ccccc21 | i | 14% | 22% | -34%[20 µM] | 2% | -1.6% | -2% | -3.1% | -2.3%
Cc1ccc(-c2nc3ccccc3c(=O)n2-c2ccc(Br)cn2)cc1 | i | -24% | 30% | 24%[20 µM] | 4% | -0.2% | -1% | 1.5% | -5.2%
Cc1ccc(C(=O)C2CN(C)CC2C(=O)c2ccc(C)cc2)cc1 (stereo unspecified) | i | -3% | 11% | -14% | -7% | 0.2% | 2% | -3.7% | -0.8%
CC(C)c1ccc(C2N3CCCN23)cc1 (stereo unspecified) | i | -15% | 5% | -54% | -1% | 0.0% | -5% | -2.0% | 1.6%
CCCC/C(C)=C/[C@@H](NP(=O)(c1ccccc1)c1ccccc1)c1ccccc1 | i | 64% | 15% | -16% | 10% | 0.6% | 3% | 0.3% | 4.4%
O=C1CN=C(c2cccs2)c2c(sc3c2CCCC3)N1 | i | 20% | -21% | 11% | 15% | ? | -5% | -2.8% | -1.3%
COc1ccc(CC[n+]2cc(/N=C(\C)[O-])on2)cc1OC | i | -26% | -17% | -24% | 12% | 0.8% | 1% | 0.4% | -2.8%
CCCCCCn1c(=O)c(C(=O)Nc2ccncc2)c(O)c2ccccc21 | / | 64%* | 22% | -33% | 2% | / | / | 5.0% | 3.5%
C=Cn1ccnc1P(=S)(c1ccc(Cl)cc1)c1nccn1C=C | i | -13% | 11% | -5% | 4% | -0.5% | -13% | 0.3% | 1.4%
COc1cccc(CNCCc2ccc3c(c2)OCO3)c1OC | / | 14% | -13% | -24%[20 µM] | -8% | -1.1% | / | 3.1% | -4.2%
CC(C)N1C(=O)NC(=O)C2(Cc3cc([N+](=O)[O-])ccc3N(C)C2c2ccccc2)C1=O (stereo unspecified) | i | -7% | 13% | -9% | 2% | 0.5% | -2% | 1.5% | -4.3%
O=C(COc1ccccc1)c1cn(Cc2ccccc2)c2ccccc12 | i | -41% | -182% | -16% | 39% | -1.4% | -1% | 81%* | -3.4%
NP(=O)(OCCCc1ccccc1)Oc1ccccc1Cl (stereo unspecified) | / | 6% | 15% | -20%[20 µM] | 4% | -0.3% | -2% | 0.0% | 0.4%
CN1CCN(c2cc(N3CCCCCC3)c(F)cc2[N+](=O)[O-])CC1 | i | -20% | 20% | -36% | -6% | -0.8% | -8% | 0.3% | 4.9%
CC(Cc1ccccc1)NC=O (stereo unspecified) | / | -15% | 4% | -1%[20 µM] | 3% | -0.2% | 4% | 1.4% | 1.6%
CCCC(C)C1(CC)C(=O)NC(=Nc2ccccc2)NC1=O (stereo unspecified) | i | -12% | 9% | 17% | 7% | 0.1% | 2% | 2.7% | -3.3%
COC(=O)CN1C(=O)CN=C(c2ccccc2Cl)c2cc(Br)ccc21 | i | -7% | 10% | 6% | 3% | -1.0% | / | -1.1% | -5.9%
c1ccc(CCNCc2cccnc2)cc1 | / | 24% | 9% | -13%[20 µM] | 13% | 1.3% | 2% | -2.2% | -0.3%
COP(=O)(Cc1ccc(C#N)o1)OC | i | -3% | 7% | 39% | 1% | -0.1% | 0% | -1.5% | -2.7%
COC(=O)[C@@H]1C[C@H]1[C@@H](NP(=O)(c1ccccc1)c1ccccc1)c1ccccc1 | i | -7% | 6% | 21% | 8% | 3.3% | 4% | 3.4% | -0.9%
CN1CC=C2C(C#N)=C(N)C(C#N)(C#N)C(c3ccncc3)C2C1 (stereo unspecified) | i | -14% | 16% | -1% | 8% | -0.1% | ? | 22% | -8.7%
O=c1[nH]c(=O)n(CCC2=CCCCC2)c(O)c1/C=N/Nc1cccc2ccccc12 | i | 9% | 34% | 6% | 12% | -0.1% | 30% | 15% | /
CN(C)CCc1nn[nH]n1 | i | -19% | 15% | 44% | -5% | 0.5% | -1% | -1.8% | -5.0%
OC1/C(=C/c2ccccc2F)N2CCC1CC2 (stereo unspecified) | i | -13% | -10% | -12% | 6% | 0.0% | -3% | -0.2% | -0.4%
Cc1nn(Cc2ccc(Cl)cc2Cl)c(Cl)c1C(=O)Nc1ccc(OC(F)F)cc1 | i | -6% | 23% | / | 7% | -0.9% | 4% | 4.7% | 3.4%
COc1ccc(-n2c(/C=C3/C(=O)Nc4ccccc43)nc3ccccc3c2=O)cc1 | i | -3% | 8% | -23% | 10% | 0.0% | 1% | 0.3% | -7.1%
COc1ccc(CCC(=O)N2CCC3(CC2)OCCO3)cc1 | i | 12% | 6% | 37% | -2% | -0.2% | 0% | -0.2% | -0.8%
NC(Cc1nc2ccccc2[nH]1)c1ccc(Cl)cc1 (stereo unspecified) | i | -13% | -140% | 8% | 4% | 0.2% | -3% | -0.1% | 1.7%
COc1ccc(OC)c(N2C(=O)NC(=O)C(CCc3ccncc3)(CCc3ccncc3)C2=O)c1 | i | -32% | -4% | -42% | 28% | -0.6% | -1% | 1.8% | -0.8%
O=c1[nH]c(=O)n(-c2ccc(F)cc2)c(O)c1C=NCCN1CCCCC1 | i | -7% | 13% | 9% | -11% | -0.1% | -4% | -1.9% | -4.2%
CCCCn1c(O)c(C(CC)=NCCN2CCCCC2)c(=O)[nH]c1=O | i | -1% | 9% | 18% | 1% | 0.0% | 1% | 2.0% | -3.3%
OCC#CC[N+]1(CC#Cc2ccccc2)CCCC1 | i | -24% | 10% | -20%[20 µM] | 2% | 0.3% | -5% | -1.1% | /
Cc1ccsc1C(=O)C1CCCN(Cc2cc(C(C)C)n[nH]2)C1 (stereo unspecified) | i | -39% | -17% | -21% | 3% | -0.9% | -1% | -0.6% | 0.3%
CCOP(=O)(Cc1cc(C(C)=O)c(C)o1)OCC | i | 1% | 6% | 8% | 26% | 0.0% | 10% | 5.6% | 1.7%
O=C1NC(=O)N(c2ccccc2)C(=O)/C1=C\C=C\c1ccccc1 | i | / | / | -1% | 48% | -0.8% | / | 23% | 2.0%

Screens from PubChem BioAssay.
